From PubChem
PG9 Ab binder – small molecules binding HIV-1 gp120 antibody PG9; TR-FRET gp120-PG9 antibody binding; inhibition, % at 6.7 µM; 0.43% of 360,000 active; in the data active = inhibition above about 8.5%
hcDAF12 agonist – activators of H. contortus DAF-12 nuclear receptor. HEK293 hcDAF-12 lit1-tk-luc reporter, luminescence; 0% DMSO, 100% Δ7-dafachronic acid. activation, % at 6.8 µM. 1.4% of 370,000 active;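 active = activation above the mean of all tested compounds plus 3 SD, cut at about 5.5% in these data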;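 note: 100% = response to 3 µM Δ7-dafachronic acid high control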
HGIII-sPLA2 inh – Inhibits HGIII-sPLA2 liposome hydrolysis, primary screen. QFRET BODIPY PC-A2 liposome hydrolysis, fluorescence. Q9NZ20. AID 743126. 0.56% of 370,000 active. inhibition, % at 12.2 µM;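 active = inhibition above mean plus 3 SD of compounds lying within the high and low control bounds, cut at about 19% in these data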;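 note: 0% = median of test compound wells and 100% = no enzyme DMSO wells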
ssDAF12 agonist – S. stercoralis DAF-12 activation, primary screen | HEK293 ssDAF-12/GRIP1 lit1-tk-luc reporter, luminescence; % of 3 µM dafachronic acid response | activation, % at 6.8 µM | 1% of 370,000 active | AID 652126;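 active = activation above the mean over all tested compounds plus 3 SD, cut at about 0.9% in these data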;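 note: 0% = DMSO-only wells and 100% = 3 µM delta7-dafachronic acid wells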
SMARCA2 activ – increases SMARCA2 function in MMTV reporter cells; MG213 cells, MMTV-luciferase reporter, dexamethasone, overnight; activation, % at 9.1 µM; 1% of 370,000 active; in the data active = activation above about 7.8%;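 note: 0% = vehicle wells and 100% = reference activator wells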
GAA850 FXN act – frataxin GAA850 promoter activation; HEK293 lucGAA850 FXN promoter luciferase reporter, 24 h; percent of 10 µM SAHA response; activation, % at 6 µM; 0.56% of 360,000 active; AID 540364;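 active = activation above the average of all compounds screened plus 3 SD, cutoff fixed separately per campaign, cut at about 7.5% in these data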;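 note: 0% = DMSO wells and 100% = 10 µM SAHA wells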
hgDAF12 agonist – agonists of H. glycines DAF-12 nuclear receptor | 1.8% of 370,000 active | activation, % at 6.8 µM | HEK293 GAL4-hgDAF12 UAS-luciferase reporter, agonist luminescence; normalized to butyrate control;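 active = activation above a cutoff set at the mean of all screened compounds plus 3 SD, cut at about 10% in these data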;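 note: 0% = DMSO wells and 100% = sodium butyrate wells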
NR1D1 modulator – modulates human Rev-erb alpha binding to DNA. activity, % at 10 µM. 0.79% of 370,000 active. Rev-erbα–FITC-DNA binding, fluorescence polarization, 90 min. AID 1259318. P20393;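 active = activity above about 14%, limit read from the data; passing the limit was not always enough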;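 note: 0% = DMSO wells with 35 nM protein and 100% = DMSO wells with 750 nM protein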
Target sequence (P20393 whole entry, looked up): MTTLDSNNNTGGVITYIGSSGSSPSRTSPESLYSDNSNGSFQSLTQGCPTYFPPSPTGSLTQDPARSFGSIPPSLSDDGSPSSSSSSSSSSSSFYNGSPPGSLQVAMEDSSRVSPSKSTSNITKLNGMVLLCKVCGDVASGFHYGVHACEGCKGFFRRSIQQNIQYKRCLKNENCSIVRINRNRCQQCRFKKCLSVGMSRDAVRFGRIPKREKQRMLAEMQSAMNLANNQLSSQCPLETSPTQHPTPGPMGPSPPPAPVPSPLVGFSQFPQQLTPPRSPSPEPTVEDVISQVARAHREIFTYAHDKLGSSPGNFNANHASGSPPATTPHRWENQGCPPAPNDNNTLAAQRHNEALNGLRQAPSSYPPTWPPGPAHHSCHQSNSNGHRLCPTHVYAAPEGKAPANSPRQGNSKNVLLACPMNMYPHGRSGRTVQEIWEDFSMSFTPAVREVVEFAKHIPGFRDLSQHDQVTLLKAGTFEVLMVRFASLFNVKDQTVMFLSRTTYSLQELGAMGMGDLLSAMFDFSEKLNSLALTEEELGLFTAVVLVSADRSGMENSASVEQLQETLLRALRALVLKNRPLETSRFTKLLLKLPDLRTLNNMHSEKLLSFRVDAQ
PLCb3 inh – inhibitors of human phospholipase C beta3; Q01970; Purified PLC-beta3, fluorogenic substrate, fluorescence; inhibition, % at 12.2 µM; 0.18% of 370,000 active; AID 720704; in the data active = inhibition above about 11%;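 note: 0% = median of compound wells on plate and 100% = full blocker control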
DAX1 inh-1 – inhibitors of DAX1 repression of SF-1 activated StAR promoter; AID 652010; HEK293T StAR-luciferase reporter, SF-1/DAX-1 repression relief; 1.1% of 370,000 active; inhibition, % at 6.8 µM;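 active = inhibition above the mean over all tested compounds plus 3 SD, cut at about 3.6% in these data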;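 note: 0% = DAX-1 cells with DMSO and 100% = cells lacking DAX-1 with DMSO; higher inhibition means more luminescence from relief of DAX-1 repression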
DAX1 inh-2 – inhibits human nuclear receptor DAX1. AID 504766. HEK293 Gal4-DAX1 luciferase reporter, luminescence. 0.99% of 340,000 active. P51843. inhibition, % at 6.75 µM;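 active = inhibition above the mean over all tested compounds plus 3 SD, cut at about 4.2% in these data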;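 note: 0% = DAX1-transfected cells with DMSO and 100% = empty-vector control cells with DMSO; inhibition shows as a rise in luminescence from relieved DAX1 repression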
Target sequence (P51843 207-470 limits assumed): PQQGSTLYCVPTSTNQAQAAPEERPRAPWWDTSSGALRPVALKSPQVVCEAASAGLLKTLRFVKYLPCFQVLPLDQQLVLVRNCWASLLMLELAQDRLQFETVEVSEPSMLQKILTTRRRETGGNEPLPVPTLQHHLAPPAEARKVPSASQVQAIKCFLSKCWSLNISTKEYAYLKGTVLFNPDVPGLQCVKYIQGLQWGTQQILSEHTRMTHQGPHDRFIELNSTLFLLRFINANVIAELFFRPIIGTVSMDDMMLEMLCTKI
* hit, by the source's call; x = no result given.

SMILES	PG9 Ab binder	hcDAF12 agonist	HGIII-sPLA2 inh	ssDAF12 agonist	SMARCA2 activ	GAA850 FXN act	hgDAF12 agonist	NR1D1 modulator	PLCb3 inh	DAX1 inh-1	DAX1 inh-2
O=C(CN1C(=O)C2CC=CCC2C1=O)Nc1nnc(SCc2ccc(Cl)cc2)s1 (configuration not stated)	-1.0	1.1	-26	-0.8	-2	4.2	-0.8	2	3	0.1	1.2
Cc1nc2c(Br)cc(Br)cc2c(=O)n1-c1ccccc1NC1OCC(O)C(O)C1O (configuration not stated)	1.6	0.5	8	-1.0	-1	-0.1	-1.1	4	-6	-3.1	-1.6
COc1ccc(C(=O)N2CCCC(c3cc(C(=O)NCc4ccccc4)no3)C2)cc1 (configuration not stated)	-1.1	-1.2	-4	-1.8	-8	-1.0	2.2	-5	-1	-2.0	x
Cc1cc(Cl)ccc1OCC(=O)N/N=C/c1ccc(OC2OC(CO)C(O)C(O)C2O)cc1 (configuration not stated)	1.7	0.6	-2	0.7	3	3.5	1.3	1	-5	-0.5	1.7
O=C(N[C@@H](Cc1ccccc1)C(=O)CCl)OCc1ccccc1	0.5	-4.3	-29	-2.6	1	-7.6	-9.1	-4	4	-4.7	-3.9
CCC(c1nnc(SCC(=O)Nc2ccc(Cl)cc2C(F)(F)F)n1C1CCCCC1)N(C)C (configuration not stated)	-2.1	1.4	-30	-0.6	0	-0.1	1.6	-6	8	-0.5	0.9
Nc1ccc(C(=O)N/N=C2\CCCc3c2[nH]c2ccccc32)cc1	-4.1	0.0	13	-1.0	3	0.2	4.7	-2	-140	-0.7	0.3
CC/C(=N\N=C(/CC)c1ccccc1N)c1ccccc1N	-0.8	1.3	-3	-1.1	-2	1.7	0.1	0	-7	0.4	0.0
COc1ccc(C(O)c2nc(-c3ccc(F)cc3OC)cs2)cc1 (configuration not stated)	-0.9	-1.4	-19	-1.8	-2	1.7	-2.0	-1	1	-0.8	x
Cc1ccc(S(=O)(=O)CCC(=O)NNC(=O)CN(C)S(=O)(=O)c2ccc(C)cc2)cc1	1.2	-0.7	-2	-0.5	-6	-0.7	0.9	5	1	-0.6	0.7
CC1CC(=O)C(C(C2=C(O)CC(C)CC2=O)c2ccccc2)=C(O)C1 (configuration not stated)	-1.5	-1.6	2	0.3	-1	1.9	-1.4	-1	-7	-0.2	1.1
COCC(=O)Nc1ccc(Br)cc1C	1.7	-2.0	7	-1.2	0	1.3	3.5	5	-2	0.3	0.0
C=CCn1sc(N)c(C(=O)OCC)c1=S	-0.2	-1.8	5	-1.0	1	3.3	-2.3	2	4	-0.9	-0.8
O=C1OC(c2ccccc2)C(O)=C1c1ccccc1 (configuration not stated)	-1.6	1.0	-13	-1.4	-2	1.2	1.8	-1	1	0.7	-2.2
Fc1ccccc1/C=N/n1cnnc1	0.2	-0.1	7	-1.6	-3	-1.6	-0.7	0	5	0.5	0.8
C[C@H]1COc2cccc(F)c2S(=O)(=O)N1C	x	-0.9	3	-1.8	-1	x	0.3	-1	-1	0.8	x
Cc1ccc(Nc2nnc(SCC(=O)Nc3cccc(S(=O)(=O)NC4=NCCCCC4)c3)s2)c(C)c1	-1.8	-2.7	-40	-1.9	-5	-3.2	-4.3	-2	-6	0.3	-0.8
CCOC(=O)N1CCC(NCCNC(=O)c2cccc(F)c2)CC1	0.1	0.0	1	-1.1	-1	-1.3	3.0	2	2	-0.5	0.1
Cc1cc(C)cc(C(=O)Nc2nnc(SCC(=O)NCC3CCCO3)s2)c1 (configuration not stated)	-1.4	-0.3	-5	-1.1	-1	-1.2	1.8	-5	-37	-0.4	0.2
Cc1ccc(NC(=O)COC(=O)CN2C(=O)COc3ccccc32)cc1	1.4	-0.6	-1	-1.0	-2	-2.1	1.6	-2	4	-0.5	1.5
CC(Cc1ccsc1)NC(=O)CCc1nnc(CCc2ccccc2)o1 (configuration not stated)	-1.8	-0.8	-1	-1.8	-1	1.6	-1.1	-1	1	0.0	0.4
CC1(C)CC(=O)C/C(=N/NC(=O)COc2ccc3ccccc3c2Br)C1	0.5	0.8	-7	-0.6	-3	0.9	-0.9	1	-31	2.0	-0.1
COc1ccc2nc(N3CCCCC3)c(C#N)cc2c1	-0.2	1.1	-5	-0.9	0	0.6	4.5	-5	-237	-0.6	0.8
CCOC(=O)C1CCN(C(=O)COC(=O)CSc2ccc([N+](=O)[O-])cc2)CC1	-1.6	1.6	-4	0.0	3	0.0	1.6	-4	-4	0.5	-0.5
CC(=C/c1ccco1)/C=N/NC(=O)c1ccncc1	-8.6	1.5	-4	-0.9	-1	0.9	1.2	0	-13	0.1	x
Cc1csc(SCC(=O)Nc2ccc(S(=O)(=O)N3CCCC3)cc2)n1	-0.6	-0.4	-11	-1.4	-2	-2.3	-0.9	7	2	-0.7	-0.9
CCN(CC)c1ccc(C2CC(=O)Nc3cc(OC)c(OC)cc32)cc1 (configuration not stated)	-0.4	-2.9	9	-1.7	-2	0.3	-2.3	-1	-6	-1.3	-0.2
CCCC(=O)Nc1ccc2c(c1)nc(CN1CCN(C(=O)OCC)CC1)n2CC	1.6	-1.7	1	-0.8	-2	-3.2	1.3	-5	-5	-1.1	-2.6
CC1(C)CC(=O)c2c(O)cc(OCC(=O)N3CCN(c4ccc(F)cc4)CC3)cc2O1	-0.3	-1.2	0	-1.1	-4	1.6	-2.0	-3	-8	0.1	0.0
CCOC(=O)c1ccc(Oc2nc(N(C)C)nc(N(C)C)n2)cc1	0.5	-1.8	-4	-1.3	-3	4.4	1.6	-2	4	-0.4	-1.4
CCCCN1C(=N)N([C@@H](CCC)CN2CCC[C@H]2CN2C(N)=NC[C@@H]2Cc2ccccc2)C[C@H]1Cc1ccccc1	-2.0	-1.5	-2	-1.3	1	0.1	4.4	-5	4	-0.4	0.0
Cc1nc(CSc2n[nH]c(=O)n2-c2cccc(F)c2)cs1	0.2	0.5	11	-1.1	-2	-1.1	-2.6	4	-5	0.1	3.6
Cc1ccc(-c2nc(-c3cccnc3)sc2CC(=O)Nc2ccc3nc(C)sc3c2)cc1	-1.0	0.3	-8	-1.5	1	-0.2	3.1	4	-1	0.3	-1.6
N=c1scc(-c2ccccc2)n1/N=C/c1ccco1	-1.4	6.8*	14	1.4*	5	x	11*	6	-30	2.0	-0.2
O=C(COc1ccc(S(=O)(=O)N2CCOCC2)cc1)NCc1ccccn1	-0.4	-0.1	-3	-0.9	5	1.4	4.8	-4	0	0.7	-0.1
CCN1CCCC1CNC(=O)COc1cc(=O)n(C)c2ccccc12 (configuration not stated)	-0.9	-0.9	1	-1.2	0	2.5	0.6	1	-2	1.2	0.9
C=CCOC(=O)C1=C[C@@H](c2ccc(C(F)(F)F)cc2)[C@H](CCCO)[C@@H](OCC)O1	-0.6	-1.1	6	-1.5	2	-2.2	0.2	2	4	-0.5	0.9
Cc1cc(-c2nnc(SCC(=O)Nc3cccc(Cl)c3)n2N)n[nH]1	-1.0	1.0	-3	-0.9	-2	-1.0	1.8	-5	-10	0.5	-0.1
C=C1CCc2c([nH]c3ccc(OCC(C)C)cc23)C1=O	-2.2	-1.2	2	-0.7	-8	5.8	-2.0	-2	-347	-1.1	0.9
COc1ccc(OCCCC(=O)OC(C)C(=O)Nc2ccc(S(N)(=O)=O)cc2)cc1 (configuration not stated)	-1.5	-0.3	-9	-1.5	-2	-0.2	-0.3	-2	-2	-0.3	-0.5
CCc1c(C)nc2ncnn2c1NCCc1ccc(OC)c(OC)c1	0.0	-1.7	5	-2.5	-3	-1.1	-4.2	-3	-1	-1.7	-2.0
CCOC(=O)c1sc(NC(=O)C(CC)OC(=O)C(CC(C)C)NC(=O)c2ccccc2)nc1C (configuration not stated)	-0.5	-0.2	2	-1.1	-1	-1.6	-2.2	0	-2	-0.4	-0.6
C/C=C(\C)CN1CCN(c2ccccc2)CC1	0.4	0.6	7	-1.8	-1	-0.8	0.5	-6	-4	0.0	0.6
CCOC(=O)c1[nH]c2ccc(F)cc2c1NC(=O)c1ccccc1C(=O)O	-7.5	2.2	0	-0.2	3	3.5	4.3	-3	-21	0.4	2.4
O=C(COC(=O)CCC1CCCC1)Nc1ccc(Cl)cn1	-1.5	-1.4	-2	-1.3	-1	0.1	3.2	0	0	-0.2	-1.0
COc1ccc(CCNC(=O)C2CC3Cn4c(nc5ccccc54)C3N2Cc2ccccc2)cc1 (configuration not stated)	0.6	-1.9	-1	-1.1	-2	-1.3	-1.6	1	0	-0.3	1.0
Cc1cc(S(=O)(=O)NCC2CC2)c(Cl)cc1Cl	1.4	-2.8	-2	-0.3	-4	1.8	-3.3	0	-8	-0.3	-1.4
COc1ccc(C(=O)N2CCN(c3ccc(N4CCOCC4)nn3)CC2)cc1OC	-0.3	-1.0	7	-0.4	-1	0.8	-0.1	1	-479	-0.1	-0.8
C/C=C/c1ccc(OCc2cc(=O)n3cc(C)ccc3n2)c(OC)c1	1.5	-2.6	-12	-1.5	-2	1.4	-1.2	3	-39	-0.9	-0.1
CCC(C)c1ccc(OCC(=O)Nc2ccc(CN3CCOCC3)cc2)cc1 (configuration not stated)	0.1	-4.5	-14	-1.3	-3	0.1	2.0	-3	-9	-4.5	-1.7
O=C(C#Cc1ccccc1)NCc1ccccc1F	-1.9	1.2	0	-0.5	3	1.5	1.5	-3	-4	-0.7	-0.7
CN1CCC(CNC(=O)Nc2csc3ccccc23)CC1	1.4	5.2	9	0.0	1	0.8	7.4	0	-10	-0.3	x
O=C(CN1C(=O)NC2(CCCC2)C1=O)NCC1CCCO1 (configuration not stated)	-0.8	-1.2	9	-0.9	0	0.6	0.9	-4	-13	0.5	10*
COc1ccc(S(=O)(=O)N2CCOCC2)cc1C(=O)NCC(c1ccco1)N1CCCC1 (configuration not stated)	-2.4	-0.2	3	-1.4	-1	-0.3	3.3	-4	-2	1.3	0.3
CC(C)(C)OC(=O)NCCCCCNC(=O)c1nc[nH]c1C(=O)N1CCc2ccccc2C1	-0.8	-2.3	-2	-1.2	0	-1.3	-3.2	-3	-1	-0.5	-0.7
O=C(NCCCCNC(=O)c1ccc(Br)cc1)c1ccc(Br)cc1	0.9	-1.2	-1	-0.8	-2	-1.8	-0.3	-2	-2	-0.2	-1.0
O=C(Nc1nccs1)c1ccc(Br)c(S(=O)(=O)N2CCOCC2)c1	0.2	-0.8	-3	-2.0	-1	-0.3	0.5	-4	-1	-0.5	-1.3
CCOC(=O)Cc1csc(NC(=O)c2ccc(NC(C)=O)cc2)n1	-1.7	0.3	-1	-1.2	1	0.3	1.4	-1	-5	0.1	-0.3
CC(C)CC(=O)Nc1sc2c(c1C#N)CC(C)(C)NC2(C)C	-0.7	-0.8	-8	-0.4	2	1.9	1.1	-6	1	0.0	2.0
